GPR35 arrestin U2OS: GPR35 antagonists blocking zaprinast-driven arrestin recruitment, primary screen, imaging, U2OS, beta-arrestin-GFP, zaprinast agonist (AID 2058); U2OS GPR35 beta-arrestin-GFP translocation imaging, zaprinast antagonism; higher % means a stronger effect; inhibition, % at 10 µM, or IC50 in µM where a hit was titrated; 290,000 tested, 0.052% active;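 active means inhibition of at least 50% with at least 30 cells and total cytoplasm GFP at most 10,000,000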
HIV peptide binding: inhibitors of HIV fusion peptide binding, primary screen, biochemical, uHTS, fluorescence dequenching (AID 1986). cell-free peptide binding, fluorescence dequenching, 30 min; higher % means a stronger effect. inhibition, % at 20 µM; hits with a dose series show IC50 in µM. 290,000 tested, 0.3% active; in the data active means inhibition mostly above about 52%, no sharp cut-off; inactive means mostly below about 76%; further: some results filed as inactive read as strong as hits
KOR beta-arrestin-1: KOR antagonists, beta-arrestin recruitment, cell-based, luminescence, uHTS (AID 1778). KOR beta-arrestin recruitment, luminescence, antagonist mode; higher % means a stronger effect. one-dose inhibition, % at 10 µM; IC50 in µM for titrated hits. Kappa-type opioid receptor (Homo sapiens). 290,000 tested, 0.091% active; in the data active means inhibition above about 50%; further: strong numbers were not always called active
GPR55 activation: GPR55 agonists via beta-arrestin recruitment, primary screen, imaging, U2OS cells, beta-arrestin-GFP redistribution (AID 1961) | U2OS GPR55 beta-arrestin-GFP redistribution imaging; higher % means a stronger effect | activation, % at 10 µM, or EC50 in µM where a hit was titrated | 290,000 tested, 0.048% active;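 active means activation above 40% with more than 50 cells counted in the well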;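 further: U2OS osteosarcoma cells stably expressing GPR55 and beta-arrestin-GFP; plate controls were DMSO negative control for no effect and LPI positive control for full effect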
NOD1 NF-kB reporter: NOD1 signaling inhibitors, primary screen, cell-based, luminescence, uHTS (AID 1578); 290,000 tested, 1% active; inhibition, % at 4 µM, or EC50 in µM where a hit was titrated; NOD1-driven NF-kB luciferase reporter cells, luminescence; higher % means a stronger effect; in the data active means inhibition mostly above about 36%, no sharp cut-off; inactive means mostly below about 34%;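 further: HEK-293T reporter cells stimulated with the NOD1 agonist gamma-tri-DAP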
SIAH1 antagonists: Siah-1 peptide-binding antagonists, primary screen, biochemical, fluorescence polarization, rhodamine-plectin, uHTS (AID 1817) | Siah-1 / rhodamine-plectin peptide fluorescence polarization; higher % means a stronger effect | one-dose displacement, % at 20 µM; IC50 in µM for titrated hits | 290,000 tested, 0.02% active;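 active means displacement of at least 50% at 20 µM, with a fluorescence ratio check between 0.3 and a set limit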;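 further: plate controls were Siah plus tracer with DMSO for no effect and tracer alone without Siah for full effect; strong numbers were not always called active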
KOR beta-arrestin-2: KOR agonists, beta-arrestin recruitment, primary screen, cell-based, luminescence, uHTS (AID 1777). activation, % at 10 µM, or EC50 in µM where a hit was titrated. 280,000 tested, 0.02% active. KOR beta-arrestin recruitment, luminescence; higher % means a stronger effect. Kappa-type opioid receptor (Homo sapiens); in the data active means activation above about 50%, passing the limit was not always enough; further: a part of the inactive calls stands beside numbers as strong as those of hits
GPR55 LPI antagonism: GPR55 antagonists blocking LPI-driven arrestin recruitment, primary screen, imaging, U2OS, beta-arrestin-GFP, LPI agonist (AID 2013); G-protein coupled receptor 55 (Homo sapiens); U2OS GPR55 beta-arrestin-GFP translocation imaging, LPI antagonism; higher % means a stronger effect; inhibition, % at 10 µM, or IC50 in µM where a hit was titrated; 290,000 tested, 0.13% active;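 active means spots per cell inhibited over 60%, with over 100 cells counted and total cytoplasm intensity under 500,000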;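 further: U2OS cells stably carrying GPR55 and arrestin-GFP stimulated by 5 µM LPI near EC80; imaged beta-arrestin-GFP aggregate spots per cell after agonist stimulation; plate controls were LPI-stimulated DMSO wells for no effect and DMSO wells without LPI for full effect; some results filed as inactive read as strong as hits; confirmed hits need IC50 under 10 µM and bright autofluorescent wells are also inconclusive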
AID2073: inhibitors of Mint1-CaV2.2 protein interaction, biochemical, HTRF (AID 2073); Voltage-dependent N-type calcium channel subunit alpha-1B (Homo sapiens); inhibition, % at 20 µM; hits with a dose series show IC50 in µM; 290,000 tested, 0.19% active; HTRF protein-protein interaction, Mint1-CaV2.2; higher % means a stronger effect; in the data active means inhibition mostly above about 51%, no sharp cut-off; further: some results filed as inactive read as strong as hits
An asterisk follows results filed as active; / = no result given; [ ] = another dose, or the depositor's remark. Some of the compounds tested. The share of hits here may be higher or lower than overall.

Each structure is followed by: GPR35 arrestin U2OS	HIV peptide binding	KOR beta-arrestin-1	GPR55 activation	NOD1 NF-kB reporter	SIAH1 antagonists	KOR beta-arrestin-2	GPR55 LPI antagonism	AID2073
#1 CC(C)CCn1c(CN2CCOCC2)nc2c1c(=O)n(C)c(=O)n2C
 : -9.6%	-1.7%	5.2%	0.2%	-14.0%	-2.7%	1.3%	-1.7%	10.1%
#2 N#CCCN1CCN(S(=O)(=O)c2ccc(S(=O)(=O)NC3CCCC3)cc2)CC1
 : 0.7%	-2.1%	-30.3%	-0.1%	6.1%	-7.2%	-2.3%	8.2%	-2.6%
#3 CC1=C(C(=O)Nc2ccccc2)C(c2ccccn2)n2ncnc2N1 (configuration not stated)
 : -4.8%	0.2%	3.2%	-0.2%	-2.7%	3.1%	2.7%	-3.2%	12.6%
#4 Cc1ccc(-n2c(C)cc(C(=O)COC(=O)C3=NNC(=O)CC3)c2C)cc1
 : 0.1%	-0.9%	-74.5%	-0.1%	-3.0%	-1.9%	-4.8%	14.8%	-1.9%
#5 O=C(Nc1cccc(NC(=O)c2ncn[nH]2)c1)c1cccc(Cl)c1
 : 8.7%	4.0%	21.0%	0.3%	-18.1%	7.9%	-4.0%	-0.3%	2.9%
#6 COc1ccc(OCC(=O)NC2CCCc3ccccc32)cc1 (configuration not stated)
 : -15.0%	-0.8%	-8.3%	-0.1%	-34.2%	0.3%	2.5%	-0.5%	-6.4%
#7 Cc1ccc(S(=O)(=O)Nc2c(O)c3ccccc3oc2=O)cc1C
 : 10.3%	2.2%	-37.3%	0.2%	-5.2%	-5.6%	0.6%	-1.6%	7.5%
#8 Cc1ccc(-n2nc3c(c2NC(=O)/C=C\c2ccc4c(c2)OCO4)CSC3)c(C)c1
 : -12.6%	8.0%	10.6%	0.8%	-16.8%	18.4%	1.5%	14.5%	0.4%
#9 CCCNc1c(NC(=O)c2cccs2)c(=O)oc2ccccc12
 : -21.9%	-0.2%	-42.5%	-0.1%	-10.9%	-3.1%	-5.6%	-8.6%	6.0%
#10 COc1ccc(CN2CCOCC2)cc1
 : -5.9%	1.8%	-6.4%	-0.1%	-8.2%	2.2%	-1.8%	-3.0%	-3.8%
#11 Cn1c(=O)c2[nH]c(-c3ccccc3O)nc2n(C)c1=O
 : -18.3%	9.2%	-15.4%	-0.3%	-13.6%	-3.2%	-1.5%	10.0%	14.4%
#12 Cc1ccc(N(CC(=O)NCCSCc2ccco2)S(=O)(=O)c2ccc(C)cc2)cc1
 : -11.8%	3.5%	3.2%	0.2%	13.2%	2.6%	1.5%	6.4%	6.1%
#13 C=CCOC(=O)C1=C[C@@H](c2coc3ccccc3c2=O)C[C@@H](OCc2ccc(CO)cc2)O1
 : 1.7%	2.2%	6.4%	-0.2%	7.9%	4.7%	3.6%	3.8%	18.3%
#14 CCOc1cc(CNCc2ccc3c(c2)OCO3)ccc1OC
 : 1.5%	-0.8%	5.0%[20 µM]	0.4%	-1.0%	-7.8%	-2.0%	23.4%	4.6%
#15 CN1CCN(CC(=O)c2cc(C(C)(C)C)c(O)c(C(C)(C)C)c2)CC1
 : 0.9%	0.7%	26.0%[20 µM]	-0.1%	-40.0%	-1.8%	-5.8%	-10.6%	-3.7%
#16 CCN(CC)c1ccc(/C=N/NC(=O)c2c(Cl)c(C)nn2C)cc1
 : 6.3%	-3.4%	-2.5%	-0.3%	-31.2%	3.8%	1.0%	11.9%	10.2%
#17 O=C(NCc1ccccc1)C(=O)NCC1OCCN1S(=O)(=O)c1ccc2c(c1)OCCO2 (configuration not stated)
 : 9.0%	0.9%	-9.5%	0.8%	0.5%	-0.1%	-2.4%	3.6%	3.0%
#18 COc1ccccc1CCc1nnc(CCC(=O)NC(C)Cc2ccsc2)o1 (configuration not stated)
 : -17.8%	0.4%	-15.2%	0.6%	28.9%	-0.2%	2.9%	-7.7%	-4.4%
#19 O=C(NCc1nc2ccccc2[nH]1)c1ccco1
 : 1.5%	-0.1%	-13.7%	-0.1%	-15.9%	4.2%	-2.2%	3.5%	-6.0%
#20 O=C(COc1ccccc1)Nc1nc2cc3c(cc2s1)OCCO3
 : -9.0%	2.5%	-21.1%	0.4%	-29.6%	-1.5%	0.5%	6.8%	9.4%
#21 COc1cccc(CNC(=O)CCNS(=O)(=O)c2cccc3nonc23)c1
 : -12.7%	-1.8%	2.2%	-0.2%	-12.7%	-1.4%	1.7%	-0.9%	-7.0%
#22 Fc1ccccc1CSc1ncnc2sc3c(c12)CCCC3
 : 5.8%	-1.0%	-8.0%	-0.1%	15.1%	-5.2%	3.2%	-1.3%	4.0%
#23 COC(=O)CC/C(O)=C1\C(=O)CC(C)(C)CC1=Nc1ccccc1OC
 : -4.1%	-1.2%	-3.1%	0.3%	-11.4%	0.5%	-1.1%	4.4%	7.6%
#24 COc1ccc(NC(=S)Nc2ccc3snnc3c2)cc1
 : 4.9%	0.1%	9.3%[20 µM]	-0.1%	-39.1%	8.2%	-4.4%	0.1%	21.7%
#25 COc1ccc(C(=O)COC(=O)CSCc2c(C)noc2C)cc1OC
 : 8.6%	27.3%	-20.3%	0.3%	-1.6%	-1.7%	-6.9%	-5.0%	-6.7%
#26 CC1=Nc2cc(Cl)ccc2Oc2ccccc21
 : 12.8%	-0.8%	14.3%	-0.1%	3.0%	-5.9%	5.1%	5.3%	48.2%
#27 COc1ccc(OCC(=O)NNC(=O)c2c(-c3ccccc3Cl)noc2C)cc1
 : -0.9%	-0.6%	8.5%	0.1%	-8.7%	1.3%	-2.3%	3.1%	0.1%
#28 O=C(Nc1nc(-c2cccc3ccccc23)cs1)c1cnccn1
 : -3.2%	-1.9%	-5.8%	-0.3%	15.3%	4.8%	2.9%	14.4%	9.6%
#29 CC1(C)C2([N+](=O)[O-])CN3CC1([N+](=O)[O-])CN(C2)C3c1ccc(O)c(O)c1 (configuration not stated)
 : -6.5%	-2.1%	21.8%	0.3%	3.8%	3.4%	-0.1%	-1.6%	-22.2%
#30 O=C(CCC1CCCC1)NCc1ccccn1
 : 16.0%	1.1%	-36.2%	-0.3%	8.3%	1.5%	-7.4%	-1.4%	4.2%
#31 O=C1CSC(c2cccc([N+](=O)[O-])c2)N1Cc1ccccc1 (configuration not stated)
 : 3.8%	-1.3%	9.1%[20 µM]	-0.1%	10.9%	-4.4%	-4.4%	17.1%	7.9%
#32 Cc1cccc(C)c1NC(=O)C1CCCN1C(=O)OC(C)(C)C (configuration not stated)
 : 11.3%	2.5%	8.4%[20 µM]	0.6%	10.3%	-10.3%	/	10.3%	-16.2%
#33 CCn1cc(C(=O)N[C@@H](C)C(=O)NCCCn2ccnc2)c(=O)c2cc3c(cc21)OCO3
 : 18.4%	0.7%	-5.6%	0.3%	-22.6%	-2.4%	3.4%	6.3%	1.5%
#34 Cc1cc(=O)[nH]c(N/N=C/c2c(C)nn(-c3ccccc3)c2C)n1
 : 15.7%	-1.7%	-17.9%	-0.3%	-23.4%	3.4%	-5.0%	-12.1%	0.0%
#35 CN(C)c1ccc(-c2noc(-c3ccccc3O)n2)cc1
 : 10.3%	-0.5%	-13.0%	0.6%	-55.1%	-1.7%	3.0%	16.9%	11.9%
#36 COc1cccc(C2/C(=C(/O)c3ccc4c(c3)OCO4)C(=O)C(=O)N2CCN2CCOCC2)c1 (configuration not stated)
 : -0.5%	-1.4%	-25.4%	0.0%	8.5%	-7.7%	-0.6%	2.6%	22.6%
#37 COc1ccc(C=O)cc1CN1CCCN(Cc2ccccc2F)S1(=O)=O
 : -12.4%	3.0%	-3.7%	-0.1%	-3.0%	1.4%	-1.7%	2.3%	5.5%
#38 CCOc1ccc(N(C(=O)CNC(=O)c2ccco2)C(C(=O)NCC2CCCO2)c2ccccc2)cc1 (configuration not stated)
 : -0.8%	-0.4%	-21.4%	-0.2%	-0.5%	-1.7%	3.9%	-1.5%	-8.0%
#39 Cn1c(=O)c2c(nc(OCC3COC(C)(C)O3)n2Cc2ccccc2F)n(C)c1=O (configuration not stated)
 : 6.6%	4.0%	6.2%	0.0%	11.9%	-3.5%	3.6%	2.9%	23.0%
#40 O=C(NCCN1C(=O)S/C(=C\c2ccccc2F)C1=O)C1CCCN1C(=O)c1cccs1 (configuration not stated)
 : -3.2%	1.7%	19.8%	1.2%	7.8%	-2.7%	0.5%	8.2%	-11.4%
#41 C=CCN(C(=O)CCC(=O)Nc1cc(C)on1)C(C(=O)NC1CCCC1)c1ccc(CC)cc1 (configuration not stated)
 : -9.3%	1.4%	-21.8%	-0.2%	-10.1%	1.1%	0.8%	-1.3%	-0.3%
#42 Cc1c(NC2=CC(=O)CC(C)(C)C2)c(=O)n(-c2ccccc2)n1C
 : -2.0%	1.2%	0.8%	-0.2%	-29.7%	14.5%	-4.5%	4.0%	12.7%
#43 Cc1ccc(S(=O)(=O)NC2=NCN(C3CCN(Cc4ccccc4)CC3)CN2)cc1
 : -10.4%	-1.1%	-22.3%	0.0%	9.9%	4.7%	7.2%	34.9%	1.9%
#44 Cc1cc2ncn(N)c2cc1C
 : -3.4%	3.5%	1.0%	-0.2%	-3.0%	15.7%	1.6%	8.2%	-2.6%
#45 COC(=O)C1CCCN1C(C(=O)NC1CCCCC1)c1ccc(Cl)cc1 (configuration not stated)
 : 4.5%	2.0%	11.2%	0.3%	-23.1%	7.9%	0.7%	13.9%	2.7%
#46 O=C(c1cccnc1)N(Cc1ccccc1)C1(C(=O)Nc2ccccc2)CCCCC1
 : -4.1%	1.3%	11.8%	-0.2%	-3.5%	6.2%	2.5%	3.9%	-5.7%

Record cards, from the list above. Order of values: GPR35 arrestin U2OS	HIV peptide binding	KOR beta-arrestin-1	GPR55 activation	NOD1 NF-kB reporter	SIAH1 antagonists	KOR beta-arrestin-2	GPR55 LPI antagonism	AID2073
COC(=O)CC/C(O)=C1\C(=O)CC(C)(C)CC1=Nc1ccccc1OC is listed with -4.1%	-1.2%	-3.1%	0.3%	-11.4%	0.5%	-1.1%	4.4%	7.6%
O=C(COc1ccccc1)Nc1nc2cc3c(cc2s1)OCCO3 is listed with -9.0%	2.5%	-21.1%	0.4%	-29.6%	-1.5%	0.5%	6.8%	9.4%
O=C(NCc1ccccc1)C(=O)NCC1OCCN1S(=O)(=O)c1ccc2c(c1)OCCO2 (configuration not stated) is listed with 9.0%	0.9%	-9.5%	0.8%	0.5%	-0.1%	-2.4%	3.6%	3.0%
